Bioassay records as filed in PubChem BioAssay.
G9a block = qHTS Assay for Inhibitors of Histone Lysine Methyltransferase G9a; Histone-lysine N-methyltransferase EHMT2 (Homo sapiens), Q96KQ7; G9a H3K9 monomethylation, AlphaScreen, 2 h; Potency, µM (highest dose often 102 µM), without a hit: at the highest dose activity, negative = inhibition, hits mostly inhibitors; 8.8% of 350,000 active; also: potency is read from the fitted curve at half-maximal effect; % is scaled to controls: 0 for no effect and ±100 for the full control effect; nearly all actives have a fitted effect of over 75% in size
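AlphaScreen detection with an anti-monomethyl H3K9 antibody quantified product after a 2 h room-temperature reaction containing 500 nM biotinylated H3K9 peptide, 20 µM SAM and 20 nM enzyme, which had been preincubated 15 min with compound.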
Pin1 inhibitor = qHTS Assay to Find Inhibitors of Pin1; Peptidyl-prolyl cis-trans isomerase NIMA-interacting 1 (Homo sapiens), Q13526; Pin1 FP peptide displacement, HiFluor488, 10 min; Potency, µM (highest dose often 115 µM), without a hit: at the highest dose activity, negative = inhibition, actives largely listed as inhibitors; 0.009% of 390,000 active; AID 504891, 2011; active = well fitted inhibition curve with a large enough effect in the polarisation, with a control signal flat, not every such curve was filed as active; inconclusive = small, poorly fitted or top-dose-only effect, or effect the other way, or a change in a side signal; inactive = no such curve, though single readings can be large or run the other way; the % refers to the polarisation; also: potency is read from the fitted curve at half-maximal effect; % is scaled to controls: 0 for no effect and ±100 for the full control effect
PI4K2A block = qHTS for small molecular inhibitors of PI4K2A | 0.13% of 420,000 active | activity change, negative = inhibition, % at 76.9 µM | Phosphatidylinositol 4-kinase type 2-alpha (Homo sapiens), Q9BTU6 | purified PI4K2A, ADP-Glo luminescence, 1 h; active compounds read low; in the data active = activity change below about -50%; inconclusive = mostly about -30% to -49%;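 also: -100% = wells without enzyme as full effect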
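In this quantitative HTS, ADP production by PI4K2A was quantified luminescently after 1 h at ambient temperature; 100 microM adenosine served as plate-quality control.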
JMJD2A Tudor inh = qHTS Assay for Inhibitors of JMJD2A-Tudor Domain | 4.4% of 390,000 active | AlphaScreen JMJD2A-Tudor / H3K4me3 peptide binding | Potency, µM (top dose mostly 114 µM), inactives show top-dose activity change, negative = inhibition, usual class: inhibitors | Lysine-specific demethylase 4A (Homo sapiens), O75164 | AID 504339, 2011; also: potency is read from the fitted curve at half-maximal effect; % is scaled to controls: 0 for no effect and ±100 for the full control effect; nearly all actives have a fitted effect of over 50% in size
PGK inhibitor = qHTS Assay to Find Inhibitors of Phosphoglycerate Kinase; Phosphoglycerate kinase, glycosomal (Trypanosoma brucei brucei), P07378; PGK/GAPDH coupled, Kinase-Glo luminescence, 60 min; Potency, µM (top dose mostly 57.5 µM), for the others: at the highest dose activity change, negative = inhibition, usual class: inhibitors; 0.043% of 380,000 active; AID 602233, 2012; also: potency is read from the fitted curve at half-maximal effect; % is scaled to controls: 0 for no effect and ±100 for the full control effect; nearly all actives have a fitted effect of over 60% in size
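Recombinant glycosomal PGK reaction used 1,3-bisphosphoglycerate generated in-well by GAPDH (100nM final) in 100mM TEA pH 7.6, 5mM MgCl2, 0.01% Tween-20. After 60 minutes at room temperature, ATP was read by Kinase-Glo Plus luminescence end-point.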
BAZ2B inh = qHTS Assay for Inhibitors of BAZ2B. Bromodomain adjacent to zinc finger domain protein 2B (Homo sapiens), Q9UIF8. AlphaScreen BAZ2B-H3K14Ac peptide displacement. Potency, µM (top dose mostly 114 µM), inactives show at the top dose activity change, negative = inhibition, most hits filed as inhibitors. 4.4% of 360,000 active. AID 504333, 2011; also: potency is read from the fitted curve at half-maximal effect; % is scaled to controls: 0 for no effect and ±100 for the full control effect; nearly all actives have a fitted effect of over 60% in size
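BAZ2B (50 nM) with biotin-H3(5-23)K14Ac peptide (50 nM) in PBS pH 7.4, 0.01% Tween-20, preformed 30 min, then compound 30 min at room temperature; top concentration 110uM. AlphaScreen streptavidin donor/nickel chelate acceptor beads (10 ug/mL final), 20 min dark, signal read.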
HP1b chromo inh = HTS for Inhibitors of HP1-beta Chromodomain Interactions with Methylated Histone Tails; Potency, µM (series often up to 114 µM), inactives show top-dose activity change, negative = inhibition, usual class: inhibitors; AlphaScreen HP1-beta / biotin-H3K9me3 peptide binding; 0.56% of 390,000 active; Chromobox protein homolog 1 (Homo sapiens), P83916; also: potency is read from the fitted curve at half-maximal effect; nearly all actives have a fitted effect of over 70% in size; inactives centre near 23
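HP1-beta protein (50 nM final) preincubated 30 min at room temperature with biotinylated H3(1-18)K9me3 peptide (50 nM) in PBS pH 7.4, 0.01% Tween-20, then compound added for 30 min. AlphaScreen streptavidin donor/nickel chelate acceptor beads (10 ug/mL final), 30 min dark, luminescence read.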
ERG Ets-DNA blk = qHTS for Small Molecule Inhibitors of the ERG Ets/DNA interaction; 0.028% of 370,000 active; fluorescence polarization, His-ERG Ets domain / labelled DNA; Transcriptional regulator ERG (Homo sapiens), P11308; Potency, µM (highest dose often 76.9 µM), for inactives: at the top dose FP activity, negative = inhibition, actives largely listed as inhibitors; active = well fitted inhibition curve with a large enough effect in the polarisation, with a control signal flat; inconclusive = small, poorly fitted or top-dose-only effect, or effect the other way, or a change in a side signal; inactive = no such curve, though single readings can be large or run the other way; the % refers to the polarisation;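 also: polarization taken with two DNA probes labelled with fluorescein and Texas red; potency is read from the fitted curve at half-maximal effect; % of control where 0% means no effect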
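His-tagged ERG Ets domain (1 uM in the protein solution; 300mM KCl, 50mM Tris-HCl, 1mM EDTA, 1mM DTT, pH 7.5) received compound, then a probe mix of 5 nM fluorescein-DNA and 100nM Texas-615-DNA. Fluorescence polarization was read for both dyes.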
GLS inhibitor = qHTS for Inhibitors of Glutaminase (GLS); Potency, µM (highest dose often 45.5 µM), inactives show at the highest dose activity change, negative = inhibition, usual class: inhibitors; AID 624170, 2012; GLS enzymatic activity, qHTS titration; 0.21% of 410,000 active; also: potency is read from the fitted curve at half-maximal effect; % is scaled to controls: 0 for no effect and ±100 for the full control effect
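Compounds were pin-transferred onto hKGA, after which L-glutamine (1 mM solution) and a detection mix of glutamate oxidase, HRP and Amplex Red were added. Initial and 30 min RT fluorescence reads were collected.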
Numbers without * were called inactive; [ ] = dose if it differs, or a comment. Unless noted, calls follow the shape of the dose curve; as a rule, active = well fitted curve in the direction sought with a large enough effect; inconclusive = small, poorly fitted or top-dose-only effect, or another doubt; inactive = no such curve, though single readings can be large; an effect the other way counts as inactive or inconclusive. Random draw from the library. About 11% of those tested had a hit in this group.

For Cc1ccc(Cl)cc1N1CCN(c2ncnc3onc(C)c23)CC1 the results were G9a block -4.4%[59 µM], Pin1 inhibitor 6.6%, PI4K2A block 5.1, JMJD2A Tudor inh -9.4%, PGK inhibitor -9.5%, BAZ2B inh -0.7%[57.1 µM], HP1b chromo inh 11.8%, ERG Ets-DNA blk -0.2% and GLS inhibitor -13.4%.
`CCOc1ccccc1NC(=O)N1CCN(Cc2nc3ccc(C)cc3o2)CC1` gave G9a block -4.8%[12.7 µM], Pin1 inhibitor -8.5%, PI4K2A block -3.9, JMJD2A Tudor inh 11.3%, PGK inhibitor 9.5%, BAZ2B inh -18.8%, HP1b chromo inh 18.8%, ERG Ets-DNA blk 0.9% and GLS inhibitor 8.8%.
For CC1CC(=O)c2c(cc3c(-c4c(O)cc(O)c5c(O)c6c(cc45)OC(C)CC6=O)c(O)cc(O)c3c2O)O1 (stereo unspecified) the results were G9a block inconclusive, Pin1 inhibitor inconclusive, PI4K2A block -21.1, JMJD2A Tudor inh 44.7µM*, PGK inhibitor -17.5%, BAZ2B inh 39.8µM*, HP1b chromo inh inconclusive, ERG Ets-DNA blk -1.5% and GLS inhibitor inconclusive.
`Cc1ccc2c(c1)COc1c3ccc(C(=O)N[C@@H](CO)C(C)C)cc3nn1-2` gave G9a block inconclusive, Pin1 inhibitor 1.5%, PI4K2A block -5.7, JMJD2A Tudor inh -15.6%, PGK inhibitor -13.4%, BAZ2B inh -0.4%, HP1b chromo inh 19.1%, ERG Ets-DNA blk 1.0% and GLS inhibitor 5.4%.
For CCC(C(=O)Nc1nnc2n1CCS2)c1ccccc1 (stereo unspecified) the results were G9a block -46.7%[59 µM], Pin1 inhibitor -4.0%, PI4K2A block 0.0, JMJD2A Tudor inh -24.2%, PGK inhibitor -1.1%, BAZ2B inh -36.9%, HP1b chromo inh 15.6%[57 µM], ERG Ets-DNA blk 4.5% and GLS inhibitor -6.8%.
CC(CNC(=O)COC(=O)c1ccco1)c1ccccc1 (stereo unspecified) was read as G9a block 3.1%[59 µM], Pin1 inhibitor -0.7%, PI4K2A block 6.0, JMJD2A Tudor inh -12.7%, PGK inhibitor 2.4%, BAZ2B inh -3.5%, HP1b chromo inh 40.7%[activator], ERG Ets-DNA blk 1.3% and GLS inhibitor -2.0%.
`CCOc1ccc(-c2ccc(SC)nn2)cc1` gave G9a block -1.4%, Pin1 inhibitor -0.6%, PI4K2A block -85.0*, JMJD2A Tudor inh 6.9%, PGK inhibitor inconclusive, BAZ2B inh -22.0%, HP1b chromo inh 30.5%, ERG Ets-DNA blk 11.2% and GLS inhibitor 2.6%.
For O=c1[nH]c(N2CCOCC2)cc2ccccc12 the results were Pin1 inhibitor 2.0%, PI4K2A block inconclusive, JMJD2A Tudor inh -5.0%, PGK inhibitor inactive, HP1b chromo inh 44.8%[activator], ERG Ets-DNA blk 9.1% and GLS inhibitor 0.9%.
Screening Cc1cccc(-n2nnc(-c3nc(-c4ccccc4)no3)c2N)c1C returned G9a block 0.1%[59 µM], Pin1 inhibitor 8.5%, PI4K2A block -2.3, JMJD2A Tudor inh -1.0%, PGK inhibitor 2.6%, BAZ2B inh 2.3%, HP1b chromo inh 25.2%, ERG Ets-DNA blk -1.8% and GLS inhibitor -1.4%.
Cc1cc(NC(=O)c2cc(C3CC3)on2)no1 was read as G9a block -27.8%, Pin1 inhibitor 6.7%, PI4K2A block 1.4, JMJD2A Tudor inh -6.2%, PGK inhibitor 0.5%, BAZ2B inh 1.2%, HP1b chromo inh 31.3%, ERG Ets-DNA blk 7.6% and GLS inhibitor -4.8%.
`COC(=O)C1=C(C(=O)OC)[C@@H]2N(C)c3ccccc3[C@@]23C[C@@H](C(=O)OC)N=C3N1` gave G9a block 7.5%[59 µM], Pin1 inhibitor -0.1%, PI4K2A block 1.2, JMJD2A Tudor inh 2.8%, PGK inhibitor -1.0%, BAZ2B inh -23.4%, HP1b chromo inh 32.9%, ERG Ets-DNA blk 3.5% and GLS inhibitor -9.8%.
`Cc1cc(NC(=O)Nc2ccc(Cl)cc2)n(-c2ccccc2)n1` gave G9a block 4.0%, Pin1 inhibitor -3.7%, PI4K2A block -1.9, JMJD2A Tudor inh -3.6%, PGK inhibitor inactive, BAZ2B inh -9.9%, HP1b chromo inh 7.3%, ERG Ets-DNA blk 3.6% and GLS inhibitor 3.1%.
`O=C1Nc2ccccc2O/C1=C\c1ccccc1Br` gave G9a block 6.6%, Pin1 inhibitor -0.5%, PI4K2A block 0.4, JMJD2A Tudor inh -9.8%, PGK inhibitor inactive, BAZ2B inh 0.3%, HP1b chromo inh 14.8%, ERG Ets-DNA blk 4.5% and GLS inhibitor -11.1%.
CCCc1cnc2c(c1SCC(=O)Nc1c(C)cc(C)cc1C)c(=O)n(C)c(=O)n2C was read as G9a block 2.1%[59 µM], Pin1 inhibitor -1.0%, PI4K2A block 1.2, JMJD2A Tudor inh -10.7%, PGK inhibitor -1.0%, BAZ2B inh inconclusive, HP1b chromo inh 34.0%, ERG Ets-DNA blk -1.9% and GLS inhibitor 0.6%.
C=CCC[C@H](Cc1ccc(F)cc1)C(=O)OC[C@@H](Cc1c[nH]c2ccccc12)NC(=O)[C@@H](CC=C)CC(=O)N[C@@H](CO)Cc1ccccc1 was read as Pin1 inhibitor 1.8%, PI4K2A block -2.7, JMJD2A Tudor inh -32.6%, PGK inhibitor 1.2%, HP1b chromo inh 14.9%, ERG Ets-DNA blk 3.9% and GLS inhibitor 12.3%.
`O=C(CSc1nnc(NC(=O)NC2CCCCC2)s1)Nc1ccccc1F` gave G9a block 4.7%[59 µM], Pin1 inhibitor 0.7%, PI4K2A block 1.6, JMJD2A Tudor inh 6.5%, PGK inhibitor -4.5%, BAZ2B inh -0.4%, HP1b chromo inh 39.9%[activator], ERG Ets-DNA blk -7.4% and GLS inhibitor 1.2%.
CCN1C(=O)C(CC(=O)Nc2ccc(C)cc2C)Nc2cc(S(=O)(=O)N(C)C)ccc21 (stereo unspecified) was read as G9a block -32.1%, Pin1 inhibitor 0.0%, PI4K2A block -3.0, JMJD2A Tudor inh -18.8%, PGK inhibitor -7.6%, BAZ2B inh -19.6%, HP1b chromo inh 16.9%, ERG Ets-DNA blk 3.7% and GLS inhibitor 4.6%.
For CC(C)(C)OC(=O)NC1CC2CCCC(C1)N2Cc1ccccc1 (stereo unspecified) the results were Pin1 inhibitor -1.4%, PI4K2A block 0.1, JMJD2A Tudor inh 10.5%, PGK inhibitor -0.9%, BAZ2B inh 4.6%, HP1b chromo inh 23.1%, ERG Ets-DNA blk 26.4% and GLS inhibitor 1.2%.
For O=C1c2ccccc2C(=O)N1CCSc1nncs1 the results were G9a block 13.7%[2.33 µM], Pin1 inhibitor -16.1%, PI4K2A block 1.6, JMJD2A Tudor inh 2.2%, PGK inhibitor 3.6%, BAZ2B inh 7.2%, HP1b chromo inh 25.8% and GLS inhibitor -3.5%.
Screening Cc1cc([N+](=O)[O-])c(=O)[nH]c1C returned Pin1 inhibitor -4.0%, PI4K2A block 6.8, JMJD2A Tudor inh -18.1%, PGK inhibitor 7.2%, HP1b chromo inh 23.6%, ERG Ets-DNA blk -1.0% and GLS inhibitor -0.3%.
`O=C(c1ccco1)N1CCc2[nH]nc(-c3ccccc3)c2C1` gave G9a block 79.4µM*, Pin1 inhibitor -6.7%, PI4K2A block 1.5, JMJD2A Tudor inh -15.3%, PGK inhibitor -1.7%, BAZ2B inh -32.6%, HP1b chromo inh 42.4%[activator], ERG Ets-DNA blk 0.0% and GLS inhibitor -6.0%.
For CC(=O)Nc1nc(-c2ccc([N+](=O)[O-])cc2)cs1 the results were G9a block 2.3%, Pin1 inhibitor -6.1%, PI4K2A block -1.4, JMJD2A Tudor inh -10.2%, PGK inhibitor -5.3%, BAZ2B inh -10.4%, HP1b chromo inh 47.9%[activator], ERG Ets-DNA blk -2.2% and GLS inhibitor 5.6%.
Screening COC(=O)CNC(=O)CSc1nnc2cc(C)c3ccccc3n12 returned G9a block -2.8%, Pin1 inhibitor 1.4%, PI4K2A block -5.7, JMJD2A Tudor inh -8.4%, PGK inhibitor inactive, BAZ2B inh -6.5%, HP1b chromo inh 30.5%, ERG Ets-DNA blk -5.4% and GLS inhibitor -4.6%.
Screening Cc1n[nH]c(=O)nc1Nc1ccc(O)cc1 returned G9a block 79.4µM*, Pin1 inhibitor 1.9%, PI4K2A block -3.5, JMJD2A Tudor inh -12.8%, PGK inhibitor -5.5%, BAZ2B inh 9.0%, HP1b chromo inh 10.8%, ERG Ets-DNA blk -2.1% and GLS inhibitor 30.7%[activator].
